Compound activity as filed in PubChem.
Pemphigus Ab inh: human desmoglein-3 autoantibody binding inhibition. DSG3-coupled beads, scFv-anti-DSG3-GFP binding, flow cytometry; active compounds read low. binding (percent of control), % at 10 µM. 310,000 compounds, 0.48% hits;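 active = binding more than 3 SD below its plate's average and above zero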;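 also: hits lower antibody fragment binding to DSG3; some compounds called inactive have numbers as strong as hits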
Target sequence (P32926 whole entry, looked up, the tested form may be a part): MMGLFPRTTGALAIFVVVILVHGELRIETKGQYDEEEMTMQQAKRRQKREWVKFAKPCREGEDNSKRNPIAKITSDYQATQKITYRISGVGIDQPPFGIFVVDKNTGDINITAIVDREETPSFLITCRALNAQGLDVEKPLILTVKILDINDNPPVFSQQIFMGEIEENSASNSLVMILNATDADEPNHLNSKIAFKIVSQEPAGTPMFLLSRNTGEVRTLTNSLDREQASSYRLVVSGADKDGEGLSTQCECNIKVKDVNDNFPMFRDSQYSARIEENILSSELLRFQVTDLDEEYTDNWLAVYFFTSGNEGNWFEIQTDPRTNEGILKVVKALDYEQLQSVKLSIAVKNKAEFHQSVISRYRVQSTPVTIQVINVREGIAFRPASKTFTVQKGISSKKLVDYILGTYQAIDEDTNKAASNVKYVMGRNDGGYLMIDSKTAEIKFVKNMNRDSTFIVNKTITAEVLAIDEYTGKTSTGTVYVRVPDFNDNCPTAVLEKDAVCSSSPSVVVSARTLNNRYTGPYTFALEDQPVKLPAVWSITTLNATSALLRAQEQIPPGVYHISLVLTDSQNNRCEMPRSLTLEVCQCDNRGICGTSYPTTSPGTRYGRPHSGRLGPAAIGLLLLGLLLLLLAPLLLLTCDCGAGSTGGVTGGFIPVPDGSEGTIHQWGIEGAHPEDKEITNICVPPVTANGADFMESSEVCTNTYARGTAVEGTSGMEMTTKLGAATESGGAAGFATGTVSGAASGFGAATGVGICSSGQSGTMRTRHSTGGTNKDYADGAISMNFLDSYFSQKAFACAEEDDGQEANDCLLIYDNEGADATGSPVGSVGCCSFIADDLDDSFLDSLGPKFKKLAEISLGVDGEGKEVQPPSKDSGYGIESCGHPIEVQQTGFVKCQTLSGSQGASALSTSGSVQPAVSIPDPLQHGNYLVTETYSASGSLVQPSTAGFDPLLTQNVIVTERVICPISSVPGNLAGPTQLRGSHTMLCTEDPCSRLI
SUMO Mot1 rescue: SUMOylation pathway inhibition by Mot1-301 growth rescue. AID 2716. growth rescue, % at 18.8 µM. 320,000 compounds, 1% hits. S. cerevisiae Mot1-301 growth rescue, ATP luminescence, 38.5C; percent above DMSO median, 100 means doubled;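 active = every valid replicate shows activation above 250% relative to neutral control wells; inactive = the rest, any valid replicate at or below 250%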;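 also: OY570 slx delta 5 strain wells were the positive control but not used for scaling; some compounds called inactive have numbers as strong as hits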
AddAB inh: less growth of phage-infected E. coli with AddAB; E. coli expressing H. pylori AddAB, absorbance growth; inhibition, % at 11.9 µM; 330,000 compounds, 0.29% hits; AID 435030; in the data active = inhibition above about 12%;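 also: 0% = vehicle wells of infected cells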
phage Ecoli inh: E. coli growth loss with phage present. growth absorbance. inhibition, % at 11.9 µM. 360,000 compounds, 0.26% hits; in the data active = inhibition above about 11%
MOR-DOR inv ag: inverse agonists of human mu-delta opioid receptor heterodimerization | inhibition, % at 9.3 µM | 340,000 compounds, 0.21% hits | cell-based MOR-DOR heterodimer luminescence, inverse agonism | P35372+P41143 | AID 504357; in the data active = inhibition above about 22%, passing the limit was not always enough;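 also: 0% = cells with DMSO and 100% = wells without cells with DMSO; values of inactives mirror those of a sister screen read the other way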
PfHsp90 set2: reduces growth (ATP signal) of yeast expressing P. falciparum Hsp90. S. cerevisiae expressing PfHsp90, BacTiter-Glo ATP, 48 h; yeast lacking PDR1 and PDR3 efflux regulators. AID 504621. 310,000 compounds, 0.32% hits. inhibition, % at 9.4 µM;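 active = every replicate shows inhibition above about 80%, whatever the replicate mean, limit read from the data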;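 also: 0% = DMSO neutral controls and 100% = 20 µM radicicol positive controls; yeast relying on Plasmodium falciparum Hsp90 in place of its own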
Arrestin-AP2 inh: blocks beta-arrestin peptide binding to AP2 adaptin; FITC-arrestin peptide / GST-AP2 beads, flow cytometry; AP2 beta2 appendage carries R879A mutation; inhibition, % at 10 µM; 340,000 compounds, 0.31% hits; AID 504490;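 active = inhibition above a set limit, near 3 SD of compounds lacking own fluorescence, cut at about 54% in these data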;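 also: plate controls were DMSO wells for no effect and 5 µM unlabelled arrestin peptide for full effect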
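Material – AP2 appendage R879A on GSH beads · Buffer or medium – PBS with 0.05% Tween 20 and 0.1% BSA · Probe or stimulus – fluorescein-tagged arrestin peptide at 50 nM final · Incubation – compound with beads 12 min RT, then probe 1 h RT · Detection – high-throughput flow cytometry of beads, ex 488, em 535 nm · Evaluation – percent response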
PKA-R1A act: PKA-R1A complex activation; activation, % at 11.4 µM; AID 504707; P00514+P68181; PKA-R1A dissociation, Cy5-IP20 fluorescence polarization; scaled: DMSO 0%, 113 µM cGMP 100%; 340,000 compounds, 0.083% hits;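 active = percent activation above the mean of all tested compounds plus 3 SD, cut at about 19% in these data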;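 also: higher means more PKAc released from R1A so a rise in polarization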
Tat transport: inhibitors of E. coli Tat protein transport. E. coli MC4100 TorA-mCherry Tat export, fluorescence. 340,000 compounds, 0.036% hits. inhibition, % at 10 µM;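 active = mean replicate inhibition at least 50% and at least half of replicates individually reaching 50%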;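 also: exported cargo escapes ClpAP degradation while cytoplasmic cargo is degraded and loses fluorescence; 0% = median of neutral control wells and 100% = median of NaSCN control wells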
MOR-DOR ag: OPRM1-OPRD1 heterodimerization agonism; cells, luminescence; 340,000 compounds, 0.3% hits; P35372+P41143; activation, % at 9.3 µM; in the data active = activation above about 18%;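 also: 0% = vehicle-treated cells and 100% = reference agonist; values of inactives mirror those of a sister screen read the other way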
E coli growth: bacterial growth inhibition, counter-screen for AddAB inhibitors; E. coli V3065 growth, OD600 absorbance, 18 h; inhibition, % at 11.9 µM; 330,000 compounds, 0.27% hits;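 active = inhibition above the campaign's mean inhibition across all tested compounds plus 3 SD, cut at about 9.9% in these data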;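 also: uninfected addAB+ strain grown without phage in ampicillin broth; 0% = DMSO wells and 100% = ciprofloxacin 0.95 µg/ml wells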
* marks the source's active call; other numbers are inactive results; . = no result given.

Values run as follows: phage Ecoli inh	MOR-DOR inv ag	PKA-R1A act	SUMO Mot1 rescue	E coli growth	MOR-DOR ag	AddAB inh	Tat transport	Pemphigus Ab inh	PfHsp90 set2	Arrestin-AP2 inh
> Cc1ccc(C(=O)CCC(=O)CCC(=O)O)cc1
→ 2.7	1	0	-10	-1.5	-0.2	-1.6	3	104	-16	7
> OC(c1ccccc1)c1cccnc1 (centres undefined)
→ 3.4	20	-12	-12	1.5	-3.8	2.2	0	118	20	-6
> Cc1ccc(Nc2c([N+](=O)[O-])c(=O)oc3ccccc23)cc1
→ 0.6	11	6	-9	2.2	-2.0	1.8	-16	93	21	38
> O=C(CN(C(=O)CNC(=O)c1cccs1)c1ccc2c(c1)OCCO2)NC1CCCC1
→ 3.4	-2	11	16	-3.0	0.4	1.2	-4	81	11	13
> CC1Cc2cc(/C(O)=C3/C(=O)C(=O)N(Cc4cccnc4)C3c3cccc(O)c3)ccc2O1 (centres undefined)
→ 1.7	1	-6	-4	-2.7	-0.3	1.4	-1	110	12	12
> CS(=O)(=O)Nc1ccccc1Oc1ccccc1
→ 3.0	16	-8	188	-0.7	-3.2	-0.7	0	96	-10	1
> O=C(NCCC1=CCCCC1)C(=O)NCC1OCCCN1S(=O)(=O)c1ccccc1 (centres undefined)
→ 0.9	-2	2	-9	0.3	0.5	0.8	7	.	6	4
> CCOc1cc(C2C3=C(CCCC3=O)N(C)C3=C2C(=O)CCC3)cc(Cl)c1O
→ 1.2	-15	1	3	1.2	2.6	-1.0	3	104	12	44
> Cc1c(C(=O)Nc2ccc(-n3cnnn3)cc2)oc2ccccc12
→ 3.0	8	-9	18	0.1	-1.5	1.4	-1	97	-31	0
> CC(C)NC(=O)c1cc2c(s1)CCCC2
→ 5.3	-1	-8	3	-3.6	0.2	4.8	-2	102	-6	-11
> S=c1[nH]ncn1/N=C/c1cccc(Oc2ccccc2)c1
→ 0.0	-9	1	10	-2.3	1.7	0.1	-7	92	-13	1
> COc1ccc(-c2[nH]nc3oc(=O)c(CCO)c(C)c23)cc1
→ 1.4	15	-4	289	-2.4	-3.2	1.3	1	106	10	5
> COc1cccc(CNC(=O)Cn2c(=O)c3cccn3c3ccccc32)c1
→ 1.9	5	8	3	-0.4	-1.0	0.4	-3	.	-12	-6
> CC(C)(C)N(NC(=O)c1ccccc1)C(=O)c1ccc(C(=O)N(NC(=O)c2ccccc2)C(C)(C)C)cc1
→ 0.9	8	-4	9	-3.2	-1.6	-1.6	-8	81	-1	-8
> COc1ccccc1CN1CC(C(=O)NCCSc2nnnn2C)CCC1=O (centres undefined)
→ 1.5	5	3	-6	1.2	-1.1	-0.4	-3	109	-15	-10
> O=S(=O)(Nc1ccc(-c2nc3cccnc3s2)cc1)c1ccccc1F
→ 3.1	9	-18	27	-0.3	-1.7	0.7	-8	83	-3	0
> Cc1ccc(C(=O)N2CCc3ccccc32)o1
→ 4.5	4	-3	-17	2.3	-0.8	4.1	4	.	-23	2
> CC1CCN(CCCOc2ccc(OCc3ccccc3)cc2)CC1
→ 1.8	15	-14	551*	-1.2	-2.9	0.1	2	85	2	-2
> CCCCC1=CC2=C(c3ccco3)C(=O)C(C)(OC(=O)c3ccc(OC)cc3)C(=O)C2=CN1CCOC (centres undefined)
→ 3.8	-4	-1	6	-0.2	0.7	1.9	1	105	.	4
> COc1ccc(-c2cc(C(F)(F)F)nc(-n3cc(Br)cn3)n2)cc1
→ 2.2	10	-9	.	-2.5	-1.6	-0.3	-3	.	-50	5
> CCOC(=O)N1C(=O)[C@](c2ccc(Cl)cc2)(C(C)C)N1C(=O)OCC
→ 1.3	-12	4	36	-1.1	2.6	4.9	0	102	-16	8
> Cn1c(N=Nc2ccc(N3CCOCC3)cc2)[n+](C)c2ccccc21
→ 1.9	14	3	.	.	-3.0	.	0	96	21	-5
> Cc1nccc(-c2cc(-c3ccc(Cl)cc3Cl)no2)n1
→ 2.6	7	-2	328*	-1.3	-1.4	0.4	-11	114	-9	0
> CCn1c2c(c(=N)c3ccccc31)CCC2
→ 2.8	6	-8	3	-1.4	-1.3	1.5	1	.	2	-6
> Cn1c(=O)[nH]c(=O)c2c1ncn2CCN1CCOCC1
→ 1.6	.	4	89	-1.2	.	0.5	-1	105	2	1
> N#C/C(=C\N1CCOCC1)c1ccccc1
→ -1.0	4	-7	500	1.2	-0.7	0.7	-29	103	.	12
> Cc1cc(C)c(NC(=O)CSc2ccc3nnc(CCNC(=O)c4ccccc4)n3n2)c(C)c1
→ 1.7	22	-9	-2	-0.5	-4.2	-0.3	-4	100	26	-1
> COc1cccc(CNC(=O)C(Cc2ccccc2)n2cccc2)c1 (centres undefined)
→ 3.1	14	-5	19	0.0	-2.6	0.6	3	103	-11	2
> CCCCC1=CC2=CC(=O)C(C)(OC(=O)CC)C(=O)C2=CN1Cc1ccc2c(c1)OCO2 (centres undefined)
→ 1.2	-7	1	8	-1.2	1.2	0.7	-15	95	.	27
> COc1cccc(Oc2nccc(N(C)C)c2C#N)c1
→ 5.1	.	.	31	1.7	.	1.3	9	106	42	1
> Cn1c(=O)c2c(nc(N3CCOCC3)n2Cc2c(F)cccc2Cl)n(C)c1=O
→ -1.3	5	0	9	-2.9	-1.0	-2.8	0	82	-1	-7
> N/C(=N\OC(=O)C12CC3CC(CC(C3)C1)C2)c1ccncc1
→ 0.2	.	.	12	-0.3	.	2.9	.	114	.	-1
> O=C(Nc1ccc(F)c(F)c1)C1CCN(S(=O)(=O)c2cccc3nonc23)CC1
→ -2.3	-35	-3	10	-2.5	5.7	3.8	5	99	-2	1
> O=C(Cc1ccc(Cl)cc1)Nc1ccc2c(c1)C(=O)NC2=O
→ 4.2	-9	-3	6	-1.9	1.2	1.5	-1	105	-23	4
> Cc1ccc2oc(-c3ccco3)nc2c1
→ 3.6	-2	-15	0	-0.4	0.4	-1.0	0	105	-7	0
> Nc1n[nH]c(-c2ccccc2[N+](=O)[O-])n1
→ 4.0	4	6	-23	-0.8	-0.7	-0.6	-18	99	15	10
> Cc1ccc(Cl)c(OC(=O)C2CSC3(C)CCC(=O)N23)c1 (centres undefined)
→ -0.9	8	-4	.	1.3	-1.2	2.1	8	96	9	-12
> CC(=O)c1cccc(NC(=O)CC2SC(N3CCCCC3)=NC2=O)c1 (centres undefined)
→ -2.2	8	-2	-14	2.4	-1.9	5.3	-1	104	20	3
> COCc1c(C(=O)OCC(=O)N2CCCC2=O)oc2ccccc12
→ 0.3	12	2	10	-0.7	-2.2	-0.8	-4	101	-6	33
> CCOC(=O)CSc1nnc(CNC(=O)c2ccc(S(=O)(=O)N3CCCCC3)cc2)n1C
→ 1.4	8	3	-1	0.7	-1.4	3.0	2	99	-6	3
> CCOC(=O)C1(Cc2ccc(OC)cc2)CCN(C(=O)C2CCCO2)CC1 (centres undefined)
→ 2.5	12	6	-10	2.3	-1.9	-0.2	0	90	4	6
> CC12CCC(C(=O)NCc3ccccn3)(OC1=O)C2(C)C (centres undefined)
→ 0.1	11	-3	-15	0.5	-2.5	1.6	3	.	12	16
> O=C(CCS(=O)(=O)Cc1ccccc1)N1CCN(Cc2ccccc2)CC1
→ -0.2	10	12	-22	2.4	-1.8	2.0	-7	127	27	-7
> COc1ccc(CN/C=C2\CCCCC2=O)cc1
→ .	16	-7	768	2.8	-3.0	1.3	2	.	21	0
> CCCn1c(CCNC(=O)c2ccco2)nc2ccccc21
→ 0.3	15	-5	-9	2.5	-2.8	3.9	-3	106	2	-1
> CC1=C(C(=O)OCc2ccccc2)C(c2ccc(Cl)cc2)NC(=O)N1C (centres undefined)
→ -2.9	-29	7	7	0.7	5.7	3.3	-1	107	15	0
> O=C(CSc1nnc(-c2ccncc2)n1CC1CCCO1)Nc1ccccc1Cl (centres undefined)
→ 1.6	11	1	70	0.5	-2.1	2.8	-2	93	9	19
> CCSc1nnc(-c2cnn(-c3ccccc3)c2-n2cccc2)n1C
→ 1.4	14	-1	8	-0.3	-2.4	1.3	3	112	47	3
> CCCCN(CCCC)c1nc2ccccc2nc1NS(=O)(=O)c1ccc(NC(C)=O)cc1
→ 1.4	1	-2	-2	-1.6	-0.1	1.5	0	96	3	0
> CCCC1(C(=O)OC)NC(c2ccco2)C2C(=O)N(C)C(=O)C21 (centres undefined)
→ 3.4	9	-2	53	0.6	-1.7	1.5	-8	106	-36	-26

(listing goes on)
Values run as follows: phage Ecoli inh	MOR-DOR inv ag	PKA-R1A act	SUMO Mot1 rescue	E coli growth	MOR-DOR ag	AddAB inh	Tat transport	Pemphigus Ab inh	PfHsp90 set2	Arrestin-AP2 inh
> COc1ccc(NC(=O)c2cccnc2Nc2ccccc2)cc1
→ -0.6	-52	-11	-11	0.2	9.1	0.5	3	99	.	5
> Cc1cnc(NC(=O)CCCSc2nc3ccccc3s2)s1
→ 4.0	0	-5	1	-2.7	0.1	-0.3	-3	98	4	8
> c1ccc(-c2cc3c(NCC4COc5ccccc5O4)ncnc3s2)cc1 (centres undefined)
→ 3.7	-15	5	4	0.7	2.4	-0.3	3	87	2	32
> O=C(Nc1ccc(-n2ccnc2P(=O)(O)c2ccccc2)cc1)c1ccccc1Br
→ 1.4	-10	-6	47	1.5	1.9	2.8	5	112	.	3
> CCOC(=O)C1CCN(C(=O)c2oc3ccc(S(=O)(=O)N4CC(C)CC(C)C4)cc3c2C)CC1 (centres undefined)
→ 0.1	1	-2	-6	2.0	-0.2	4.3	2	113	12	-12
> COc1cc(NC(=O)c2c(OC)cccc2OC)ccc1NC(=O)c1cc2ccccc2o1
→ 2.1	-3	-13	135	-0.8	0.6	4.4	1	99	1	10
> O=C1CCCc2nn(-c3ccccc3)nc21
→ 3.0	20	-10	1	1.1	-3.9	0.0	8	99	59	2
> CCOC(=O)C(C)NC(=O)c1cn(-c2ccc(OC)cc2)c(=O)c2ccccc12 (centres undefined)
→ 0.5	4	2	203	2.2	-1.0	2.8	-3	106	3	-13
> COc1ccc(Br)cc1CN1CCN(c2ncccn2)CC1
→ 2.1	3	0	14	0.8	-0.6	4.2	-1	.	-44	5
> CC1(C)OC(=O)C(=NNc2ccc(Br)cc2)C(=O)O1
→ 2.4	19	7	-2	4.6	-3.7	1.1	-13	.	6	1
> CCNc1ccc(S(=O)(=O)N(C)C)cc1NCC(=O)Nc1ccccc1Cl
→ 1.7	12	3	16	-4.0	-2.4	0.5	7	107	-9	-53
> O=C1CCCN1CCCNc1ncnc2c1[nH]c1ccccc12
→ 1.8	0	-10	0	-0.3	0.1	3.4	-3	100	6	-2

Not a hit list; 2.8% or so of the library scored in one or more.
